Screening results from PubChem.
UCHL1 inh: blocks human UCHL1 ubiquitin-rhodamine cleavage; inhibition, % at 20 µM; actives 0.2% (n = 47,000); purified UCHL1, Ub-rhodamine cleavage fluorescence; P09936
Target sequence (P09936 whole entry, looked up): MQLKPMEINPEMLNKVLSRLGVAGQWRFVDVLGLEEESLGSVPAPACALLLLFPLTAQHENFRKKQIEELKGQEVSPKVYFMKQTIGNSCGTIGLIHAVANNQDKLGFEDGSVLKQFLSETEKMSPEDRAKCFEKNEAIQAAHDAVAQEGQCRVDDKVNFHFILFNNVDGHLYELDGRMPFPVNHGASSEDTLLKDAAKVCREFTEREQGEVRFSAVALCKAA
USP30 block: inhibitors of human USP30 deubiquitinase. Q70CQ3. purified USP30, Ub-rhodamine cleavage fluorescence. inhibition, % at 25 µM. actives 5.3% (n = 47,000). AID 1645860
USP7 block: inhibitors of human USP7 deubiquitinase. AID 1645854. actives 0.3% (n = 47,000). inhibition, % at 20 µM. purified USP7, Ub-rhodamine cleavage fluorescence. Q93009
USP17 block: blocks human USP17 ubiquitin-rhodamine cleavage; actives 6.5% (n = 47,000); A8MUK1; purified USP17, Ub-rhodamine cleavage fluorescence, 3 h; inhibition, % at 50 µM; AID 1645855
Target sequence (A8MUK1 whole entry, looked up): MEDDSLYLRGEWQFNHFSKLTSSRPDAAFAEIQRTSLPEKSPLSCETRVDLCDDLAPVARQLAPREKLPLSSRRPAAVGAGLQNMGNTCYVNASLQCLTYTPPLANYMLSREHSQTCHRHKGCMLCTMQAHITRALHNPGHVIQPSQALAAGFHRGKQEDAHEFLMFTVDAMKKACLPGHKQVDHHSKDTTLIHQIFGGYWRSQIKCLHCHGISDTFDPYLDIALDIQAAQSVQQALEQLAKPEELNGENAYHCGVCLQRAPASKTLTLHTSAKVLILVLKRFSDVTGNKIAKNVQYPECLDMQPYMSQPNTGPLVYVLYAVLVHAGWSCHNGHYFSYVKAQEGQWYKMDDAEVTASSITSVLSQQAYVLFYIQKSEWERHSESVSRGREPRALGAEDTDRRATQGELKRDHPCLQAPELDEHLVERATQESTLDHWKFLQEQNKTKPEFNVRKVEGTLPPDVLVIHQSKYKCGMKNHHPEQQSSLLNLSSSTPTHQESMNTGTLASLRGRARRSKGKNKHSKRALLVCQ
USP8 block: human USP8 deubiquitinase inhibition; actives 4.2% (n = 47,000); inhibition, % at 20 µM; purified USP8, Ub-rhodamine cleavage fluorescence, 30 min; P40818
USP10 inh: inhibitors of human USP10 deubiquitinase; actives 1.1% (n = 47,000); Q14694; inhibition, % at 20 µM; purified USP10, Ub-rhodamine fluorescence, 60 min; AID 1645856
OTUD3 block: human OTUD3 deubiquitinase inhibition | Q5T2D3 | purified OTUD3, Ub-rhodamine fluorescence, 2 h | inhibition, % at 25 µM | actives 0.7% (n = 47,000) | AID 1645858
USP28 block: human USP28 deubiquitinase inhibition; Q96RU2; purified USP28, Ub-rhodamine cleavage fluorescence, 30 min; inhibition, % at 25 µM; actives 3% (n = 47,000)
* = called active by the depositor; i = inactive; . = no result given. Cut-off read from the data, not from the text of the source: active = inhibition above about 30%; inactive = the rest.

Field names – A = UCHL1 inh; B = USP30 block; C = USP7 block; D = USP17 block; E = USP8 block; F = USP10 inh; G = OTUD3 block; H = USP28 block
Molecule: O=C(Cc1cccs1)NCc1ccc2[nH]c3c(c2c1)CCCC3
  A: -12	B: -190	C: -22	D: -19	E: 23	F: -3	G: -44	H: -36

Molecule: Cc1ccc2nc(C3CN(S(=O)(=O)c4cccc(Cl)c4)C3)[nH]c2c1
  A: 1	B: -28	C: 4	D: -22	E: -110	F: -3	G: -1	H: 0

Molecule: COc1ccc(CNC(=O)c2snc(-c3ccncc3)c2N)cc1
  A: -4	B: -16	C: -3	D: -72	E: -255	F: 2	G: -14	H: -12

Molecule: Cc1cc(Cl)ccc1OCC(=O)Nc1ccccc1C(=O)Nc1ccccc1
  A: 0	B: -3	C: 0	D: 0	E: -3	F: 0	G: -4	H: -9

Molecule: CC(NC(=O)c1ccc(Cl)c(S(=O)(=O)NC2CC2)c1)c1cc2ccccc2o1 (stereo not drawn)
  A: 5	B: -5	C: 4	D: 1	E: 3	F: 3	G: -1	H: 15

Molecule: CCC(C(=O)N1CCC(c2nc3ccccc3cc2C(N)=O)CC1)c1ccccc1 (stereo not drawn)
  A: -3	B: -28	C: -3	D: -20	E: -7	F: -1	G: -18	H: -11

Molecule: CN(C)c1ccc(C2CC(c3ccc(Br)cc3)=NN2C(=O)CCC(=O)O)cc1 (stereo not drawn)
  A: -1	B: 26	C: -1	D: 32*	E: 23	F: 7	G: 13	H: 23

Molecule: CN(C)CC(=O)N1CCC2(C/C=C/Cc3ccccc3OCC(=O)NCCNC2=O)CC1
  A: 0	B: 19	C: 5	D: 13	E: -22	F: 4	G: 4	H: 9

Molecule: CN1C[C@H](C(N)=O)[C@@H](c2ccc(CN(C)C(=O)Cn3nnc4ccccc43)cc2)C1
  A: 0	B: 16	C: 4	D: 14	E: 14	F: -2	G: 17	H: 12

Molecule: O=C(Nc1ccccc1F)c1nc(-c2cnccn2)no1
  A: 3	B: 10	C: 0	D: .	E: -6	F: 5	G: 6	H: 10

More results:
Field names – A = UCHL1 inh; B = USP30 block; C = USP7 block; D = USP17 block; E = USP8 block; F = USP10 inh; G = OTUD3 block; H = USP28 block
Molecule: O=C(CSc1oc(-c2ccc(F)cc2)nc1S(=O)(=O)c1ccc(F)cc1)Nc1ccc(F)cc1
  A: -4	B: -4	C: 10	D: 3	E: 14	F: 17	G: -3	H: -12

Molecule: CCOc1ccccc1CNC(=O)CCCN1C(=O)C(c2ccccc2)Oc2cccnc21 (stereo not drawn)
  A: -1	B: -6	C: -35	D: 10	E: 1	F: 0	G: 5	H: -4

Molecule: Cc1ccc(S(=O)(=O)NC2COc3ccccc3C2)cc1 (stereo not drawn)
  A: 5	B: 22	C: 5	D: -4	E: -15	F: 4	G: 4	H: 16

Molecule: COc1ccc(N2CCN(c3ncccc3[N+](=O)[O-])CC2)cc1
  A: -2	B: -22	C: -8	D: -22	E: -98	F: 1	G: -5	H: -13

Molecule: O=[N+]([O-])c1cccc(-c2nnc(-c3ccccn3)o2)c1
  A: -1	B: 2	C: -7	D: -9	E: -116	F: 1	G: 0	H: -6

Molecule: Cc1nn(Cc2ccccc2)c2sc(C(=O)N3CCN(Cc4ccncc4)CC3)cc12
  A: -2	B: -12	C: -5	D: -5	E: -3	F: -4	G: -14	H: -4

Molecule: Cc1cc(Cl)ccc1Oc1nc(CN2CCOCC2)nc2sc3c(c12)CCC(C)C3 (stereo not drawn)
  A: 4	B: 11	C: 4	D: 8	E: 13	F: 1	G: 12	H: 5

Molecule: COc1cc(C2CCN(C(=O)c3ccc(Cl)cc3)CC2)on1
  A: 0	B: 26	C: -4	D: 7	E: 1	F: 0	G: 10	H: 9

Molecule: Cc1ccc(NS(=O)(=O)c2cc(NC(=O)CCc3ccccc3)ccc2C)c(C)c1
  A: 1	B: -1	C: 7	D: -2	E: 10	F: 8	G: 3	H: -3

Molecule: O=C(c1ccco1)C(C(=O)C(F)(F)F)C12CC3CC(CC(C3)C1)C2 (stereo not drawn)
  A: 5	B: 14	C: 9	D: 7	E: 18	F: 7	G: 14	H: 13

Next structures
Field names – A = UCHL1 inh; B = USP30 block; C = USP7 block; D = USP17 block; E = USP8 block; F = USP10 inh; G = OTUD3 block; H = USP28 block
Molecule: CC1(C)Cc2c(sc3nc(SCc4ccccc4)nc(SCC(=O)Nc4nccs4)c23)CO1
  A: -1	B: -11	C: -41	D: -17	E: -71	F: 3	G: 3	H: -5

Molecule: Cc1ccsc1CN1CCC(n2c(=O)[nH]c3cncnc32)C1 (stereo not drawn)
  A: 0	B: -2	C: 0	D: 0	E: -5	F: 0	G: 4	H: 2

Molecule: Cc1ncc(-c2nc(-c3ccccc3)cs2)c(=O)n1CC(=O)Nc1c(F)cccc1F
  A: -21	B: -431	C: -15	D: -119	E: -13	F: -11	G: -121	H: -196

Molecule: O=C(c1cc(=O)[nH]c2ccccc12)N1CCc2ccccc21
  A: -2	B: -7	C: 0	D: -7	E: -4	F: -4	G: -3	H: -4

Molecule: COc1cccc(S(=O)(=O)N2Cc3c(CN4CCCCC4)nn(C)c3C2)c1
  A: 4	B: -3	C: 3	D: -19	E: -223	F: 0	G: 7	H: 2

Molecule: CCc1ccc(-n2c(SC(CC)C(=O)NCCOC)nc3n[nH]c(C)c3c2=N)cc1 (stereo not drawn)
  A: 0	B: -43	C: -6	D: -14	E: -31	F: -1	G: -16	H: -17

Molecule: COc1ccc(-n2c3c(cc(C#N)c2=O)C(=O)CCC3)cc1
  A: 0	B: 0	C: 0	D: -1	E: -3	F: -5	G: 4	H: 0

Molecule: O=C1N(Cc2cccnc2)CCN1c1ccc2c(c1)OCO2
  A: 2	B: 5	C: 1	D: 6	E: 2	F: 0	G: 5	H: 7

Molecule: O=C(N[C@@H](Cc1ccccc1)C(=O)N1CCc2ccccc2C1)c1cccnc1
  A: 1	B: -15	C: -2	D: 13	E: -85	F: -3	G: 3	H: 5

Molecule: CC(=O)NCC(=O)N1CCCC2(C1)Nc1ccccc1NC2=NC(C)(C)C (stereo not drawn)
  A: -4	B: -80	C: -29	D: -19	E: 5	F: -16	G: -25	H: -20

The list continues.
Field names – A = UCHL1 inh; B = USP30 block; C = USP7 block; D = USP17 block; E = USP8 block; F = USP10 inh; G = OTUD3 block; H = USP28 block
Molecule: Cn1c2ccc(F)cc2c2ncn(Cc3cccnc3)c(=O)c21
  A: 3	B: 31*	C: 0	D: -1	E: 0	F: 2	G: 6	H: 9

Molecule: CC(C)CC/C=C/C=C/CC/C=C/C=C/CC(C)C(O)C(O)C(O)C(O)C(O)C1OC(=O)C(O)C1O (stereo not drawn)
  A: -4	B: -43	C: -13	D: -7	E: -14	F: -3	G: -7	H: -1

Molecule: O=C1CN(C(=O)COc2ccc(F)cc2Cl)c2ccccc2N1
  A: -7	B: -26	C: -11	D: -8	E: -1	F: -3	G: -7	H: -5

Molecule: COc1ccc(NC2CS(=O)(=O)CC2NCc2ccccc2)cc1 (stereo not drawn)
  A: -1	B: 5	C: -2	D: 1	E: -4	F: -3	G: 14	H: -7

Molecule: Cc1cccc(NS(=O)(=O)C2CCS(=O)(=O)C2)c1C (stereo not drawn)
  A: -2	B: -13	C: -1	D: -16	E: -2	F: 0	G: -4	H: -8

Molecule: CC1CS(=O)(=O)N(c2ccc(S(=O)(=O)Nc3cccc(Cl)c3)cc2)C1=O (stereo not drawn)
  A: -3	B: -3	C: 0	D: -1	E: 1	F: 0	G: -3	H: -3

Molecule: Cc1cccc(-n2cc(-c3ccccc3)c3c(N(C)C)ncnc32)c1
  A: 6	B: 2	C: -1	D: 3	E: -5	F: 3	G: 7	H: 10

Molecule: COc1cccc(Cn2c(-c3cccnc3Cl)nc3ccccc32)c1
  A: 3	B: 10	C: -7	D: -1	E: 2	F: 1	G: 3	H: 1

Molecule: Cc1ccc(CNC(=O)C2(C)Cn3nc(-c4ccco4)cc3C(=O)N2c2ccc3c(c2)OCCO3)cc1 (stereo not drawn)
  A: -11	B: -205	C: -7	D: -22	E: 17	F: -5	G: -63	H: -103

Molecule: O=C(c1ccc(-c2cnn(-c3ccccc3)c2)nc1)N1CCN(c2ccccn2)CC1
  A: 1	B: -2	C: 0	D: -12	E: -3	F: 1	G: -2	H: 3

The list continues:
Field names – A = UCHL1 inh; B = USP30 block; C = USP7 block; D = USP17 block; E = USP8 block; F = USP10 inh; G = OTUD3 block; H = USP28 block
Molecule: O=C(Cc1nc2ccccc2[nH]1)NCc1ccc(F)cc1
  A: 1	B: -10	C: -9	D: 2	E: 0	F: -2	G: 1	H: 2

Molecule: COc1ccc(NC(=O)C2CCCN(S(=O)(=O)N3CCCCCC3)C2)cc1 (stereo not drawn)
  A: 0	B: 6	C: 0	D: 51*	E: 18	F: 1	G: 14	H: 16

Molecule: Cc1cccc(NC(=O)CCc2nc(CSc3nc4ccccc4o3)no2)c1C
  A: 3	B: 19	C: -10	D: 18	E: -92	F: 1	G: 15	H: 23

Molecule: COc1c(O)c2c(=O)cc(OC)c3c4c(OC)cc(=O)c5c(O)c(OC)c(CC(C)OC(=O)c6ccccc6)c(c(c1CC(C)OC(=O)Oc1ccc(O)cc1)c23)c54 (stereo not drawn)
  A: 5	B: -137	C: -12	D: 39*	E: -25	F: -6	G: -25	H: -15

Molecule: COc1ccccc1N1CCN(C(=O)/C=C/c2ccc(OCc3ccc(Cl)cc3Cl)cc2)CC1
  A: 7	B: 31*	C: 3	D: 6	E: 11	F: 0	G: 4	H: 5

Molecule: COc1ccccc1CNC(=O)c1cc(-c2ccccn2)n[nH]1
  A: 1	B: 11	C: 1	D: .	E: -81	F: 4	G: 14	H: 3

Molecule: CC1CCCN(c2ccc(-c3nc(-c4cccnc4)no3)cc2[N+](=O)[O-])C1 (stereo not drawn)
  A: -1	B: -3	C: -1	D: -11	E: -15	F: 4	G: -1	H: -13

Molecule: O=C1Nc2cc(C(=O)N3CCC4(CC3)OCCO4)ccc2N2C(=O)CCC12 (stereo not drawn)
  A: -1	B: 1	C: 0	D: 3	E: 0	F: -1	G: -6	H: -4

Molecule: COc1ccc(C(=O)COC(=O)c2ccccc2NS(=O)(=O)c2ccc(O)c([N+](=O)[O-])c2)cc1
  A: 5	B: 47*	C: 24	D: 74*	E: 62*	F: 63*	G: 36*	H: 60*

Molecule: C[C@@H]1O[C@@H](O[C@H]2[C@H](O[C@H]3[C@H](O[C@H]4CC[C@@]5(C)[C@@H](CC[C@]6(C)[C@@H]5CC=C5[C@@H]7CC(C)(C)CC(=O)[C@]7(C)CC[C@]56C)[C@@]4(C)CO)O[C@H](C(=O)O)[C@@H](O)[C@@H]3O)OC[C@@H](O)[C@@H]2O)[C@H](O)[C@H](O)[C@H]1O
  A: 2	B: 53*	C: 15	D: 32*	E: 7	F: 14	G: 19	H: 49*

(more compounds)
Field names – A = UCHL1 inh; B = USP30 block; C = USP7 block; D = USP17 block; E = USP8 block; F = USP10 inh; G = OTUD3 block; H = USP28 block
Molecule: O=C(NCc1noc(CCc2ccccc2)n1)C1CCCC1
  A: -5	B: -6	C: -9	D: -2	E: 8	F: -9	G: 3	H: -7

Molecule: COc1ccc(-c2cc(C(=O)Nc3ccc4c(c3)OCO4)c3ccccc3n2)cc1
  A: -2	B: -55	C: 4	D: 12	E: 6	F: 0	G: -13	H: -13

Molecule: Cc1ccc(CNC(=O)CCc2nc3sc4c(c3c(=O)[nH]2)CCC(C)C4)cc1 (stereo not drawn)
  A: -2	B: -33	C: 0	D: 0	E: -6	F: -1	G: -8	H: -15

Molecule: CCC(Oc1ccccc1OC)C(=O)NC1CCCC1 (stereo not drawn)
  A: 0	B: 15	C: 0	D: 7	E: 4	F: 4	G: 12	H: 10

Molecule: Cc1nc2c(-c3ccncc3)nsc2c(=O)n1CC(=O)Nc1ccc(F)cc1
  A: -5	B: -454	C: -5	D: -155	E: 14	F: -2	G: -73	H: -86

Molecule: CCCn1c(=O)c2nscc2n(CC(=O)NCc2ccccc2)c1=O
  A: -3	B: -12	C: -2	D: -10	E: -8	F: -7	G: -10	H: -5

Molecule: Cc1ccc(CNC(=O)c2c(O)c3ccccc3[nH]c2=O)cc1
  A: 1	B: 21	C: 10	D: 23	E: 40*	F: 12	G: 12	H: 12

Molecule: CC(=O)Oc1cn(CCCN2CCCC2=O)c2nc(C)n3c4ccccc4nc3c12
  A: -30	B: i	C: -29	D: -170	E: -78	F: -4	G: -171	H: -213

Molecule: Cc1nnc(N2CC[C@@H]3[C@H]2CCCC(=O)N3Cc2ccccc2)c2ccccc12
  A: -9	B: -97	C: -12	D: -34	E: -17	F: -3	G: -27	H: -29

Molecule: Cc1ccc(OCC(=O)OCc2cc(=O)n3cc(C)sc3n2)cc1
  A: -6	B: -4	C: -6	D: -5	E: -27	F: -2	G: -1	H: -6

Molecule: NC(=O)C1CCN(C(=O)c2ccc3c(=O)n(CCc4ccccc4)c(=O)[nH]c3c2)CC1
  A: 2	B: 24	C: 1	D: 14	E: 15	F: 2	G: 7	H: -52

Record cards, as listed above.
CC(=O)Oc1cn(CCCN2CCCC2=O)c2nc(C)n3c4ccccc4nc3c12 as listed: UCHL1 inh: -30; USP30 block: i; USP7 block: -29; USP17 block: -170; USP8 block: -78; USP10 inh: -4; OTUD3 block: -171; USP28 block: -213
Cc1ccc(CNC(=O)CCc2nc3sc4c(c3c(=O)[nH]2)CCC(C)C4)cc1 (stereo not drawn) as listed: UCHL1 inh: -2; USP30 block: -33; USP7 block: 0; USP17 block: 0; USP8 block: -6; USP10 inh: -1; OTUD3 block: -8; USP28 block: -15
